# High-throughput results from PubChem BioAssay.
# SRC1 TRFRET art: TR-FRET detection interference compounds, primary screen, artefact control for PPARgamma SRC-1 recruitment agonists, biochemical, TR-FRET emission ratio; TR-FRET detection artefact counter-screen; hits give high values; AID 1051, 2008; 99,000 compounds, 0.34% hits; TR-FRET ratio at 8 µM; in the data active means TR-FRET ratio above about 2300; further: inactives centre near 1800
# SRC3 TRFRET art: TR-FRET detection interference compounds, artefact control for PPARgamma SRC-3 recruitment agonists, biochemical, TR-FRET ratio; TR-FRET artefact counter-screen, PPARgamma/SRC-3 format; hits give high values; TR-FRET ratio at 8 µM; 99,000 compounds, 0.39% hits; in the data active means TR-FRET ratio above about 2000; further: inactives centre near 1600
# An asterisk follows results filed as active. This is a subset. The share of hits here may be higher or lower than overall.
SMILES	SRC1 TRFRET art	SRC3 TRFRET art
CC(=O)Nc1ccc(S(=O)(=O)N2CCN(c3cnn(C)c(=O)c3Cl)CC2)cc1	1843	1696
Cc1cc(C)c(C(=O)CSc2nc(C)cc(C)c2C(N)=O)c(C)c1	1634	1820
CCc1ccc(-c2ccc(C(=O)O)c(C)n2)cc1	1832	1477
COc1ccc(-c2nc3ccccc3c(=O)n2NC(=S)N(C)C)cc1	1829	1557
COc1ccc(NC(=S)N(Cc2cccc(Br)c2)CC2CCC(C(=O)O)CC2)cc1 (centres undefined)	1998	1539
Cc1ccc(C(=O)N/C(=C/c2ccc(-c3cccc([N+](=O)[O-])c3)o2)C(=O)NCCCN(C)C)cc1	1580	1681
O=C(CSc1nc(O)cc(=O)n1C1CCCC1)Nc1cccc(Cl)c1Cl	1605	1615
CC(NC(=O)CCc1nnc(-c2ccc(-c3ccccc3)cc2)o1)c1nc2ccccc2[nH]1 (centres undefined)	1564	1695
O=C(CCc1c[nH]c2ccccc12)N1CCN(c2ccc(O)cc2)CC1	1753	1560
C/C(CC(=O)Nc1ccccc1)=N\NC(=O)COc1ccc(C)cc1Br	2019	1493
CNC(=O)N(O)C1N(NC(=O)Nc2cccc3ccccc23)C(=S)SC1(C)C (centres undefined)	1577	1652
CCOc1ccc(C2C(C#N)=C(N)Oc3cc(C)oc(=O)c32)cc1 (centres undefined)	1901	1630
CN1CCN(NS(=O)(=O)c2cccs2)CC1	1598	1499
COc1ccccc1NCCC(=O)OCC(=O)Nc1ccc(Cl)cn1	1698	1506
CN(Cc1cnn(C)c1)Cc1nc(Cc2ccccc2Cl)no1	1626	1537
Cc1cccn2cc(-c3ccc(S(=O)(=O)N4CCCCC4)cc3)nc12	1881	1839
FC(F)Sc1ccc(NC(=S)NC2CCCC2)cc1	1664	1672
Cc1cc(N2CCN(c3nc(-c4ccccc4)cs3)CC2)c2ccccc2n1	1752	1558
CN1CCN(S(=O)(=O)c2ccc(Sc3nnnn3-c3ccccc3)c([N+](=O)[O-])c2)CC1	1881	1616
Cc1nc2scc(-c3ccc(C(C)(C)C)cc3)c2c(=O)n1N	1704	1621
COc1cc(C(=O)NC(C(=O)Nc2cccc(C(C)=O)c2)C(C)C)cc(OC)c1OC (centres undefined)	1767	1567
CC(=O)c1ccc(NC(=O)CC23CC4CC(C2)CC(n2nnc(C)n2)(C4)C3)cc1	1839	1415
COC(=O)c1cc(NC(=O)CSc2nnc(N)s2)ccc1Cl	1571	1767
Cc1ccc(S(=O)(=O)NCC(=O)OCC(=O)NC(=O)NC2CCCC2)cc1	1751	1492
CC(C)(C)c1n[nH]c(=S)n(/N=C/c2cccs2)c1=O	1713	1481
Nc1nc(SCCO)[nH]c(=O)c1NC(=O)c1ccccc1F	1892	1589
CCn1nnc(NC(=O)c2ccc(C(C)(C)C)cc2)n1	1821	1866
CCn1c(=O)c(-c2cc(=O)[nH][nH]2)c(O)c2ccccc21	1771	1508
CCOC(=O)Cc1csc(NS(=O)(=O)c2ccc(OC)cc2)n1	1861	1368
CCc1ccccc1NC(=O)c1ccccc1Sc1ccc([N+](=O)[O-])cc1Cl	2183	1441
O=C(c1ccncc1)N1N=C(C2CCCCC2)CC1(O)C(F)(F)F (centres undefined)	1652	1487
CC(=O)N1[C@H](C)C=C[C@]1(Cc1ccccc1)C(=O)O	1577	1445
Cc1c(NC(=S)N/N=C\c2ccccc2O)c(=O)n(-c2ccccc2)n1C	1942	1566
NC(=O)C1=C[C@H](c2csc3ccccc23)C[C@H](OCc2ccc(CO)cc2)O1	1829	1729
O=C(CN1CCCC1)NCC12CC3CC(CC(C3)C1)C2	1909	1592
COc1ccc(Cl)cc1N(C(C)C(=O)O)S(C)(=O)=O (centres undefined)	1643	1575
Oc1ccc(-c2csc(-c3cccnc3)n2)c(O)c1	1859	1360
Cc1cccc2cc(C3CC(c4cccs4)=NN3C(=O)CCC(=O)O)c(Cl)nc12 (centres undefined)	2291	1505
CCO[C@@H]1OC(C(=O)N2CCN(Cc3ccc4c(c3)OCO4)CC2)=C[C@H](c2ccc3c(c2)OCO3)[C@H]1CCCO	1722	1646
S=c1nc(C2CCCCC2)[nH]c2ccccc12	1998	1789
CCOc1cc(Br)c(/C=C2/C(=O)N(C)C(=S)N2CC(=O)OC)cc1OC	1854	1563
c1ccc(OCc2nnc3sc(-c4cccs4)nn23)cc1	2150	1492
O=C(COc1ccc(F)cc1)N(c1ccccn1)C1CCCCC1	1873	1622
C=C(C)CNC(=S)NNC(=O)CCn1c2ccccc2c2ccccc21	1594	1357
Oc1ccc(-c2csc(-c3c[nH]c4ccccc34)n2)c(O)c1	1802	1301
Cn1c(SCc2nc3ccccc3s2)nnc1-c1cccs1	1942	1263
Cc1cnc(CN(C)Cc2nc(Cc3cccc(C(F)(F)F)c3)no2)[nH]1	1613	1607
CC(C)(C)N(Cc1ccccc1)C(=O)CCc1ccccc1	1755	1686
Cc1ccc(S(=O)(=O)Nc2cc(S(=O)(=O)N3CCCCC3)ccc2N2CCOCC2)cc1	1479	1268
Fc1ccccc1Cc1noc(CN2CCCC(CN3CCOCC3)C2)n1 (centres undefined)	1750	1678
C#CCNC(=O)c1cccn1-c1ncc(C(F)(F)F)cc1Cl	2137	1699
CC(=O)Nc1ccc(/C(C)=N/NC(=O)C2CC2c2ccccc2)cc1 (centres undefined)	1672	1659
O=C(CSc1nc(-c2ccccc2)cs1)Nc1ccccc1[N+](=O)[O-]	1633	1627
CCOC(=O)C(NC(=O)Nc1ccc(F)cc1F)(Oc1ccccc1)C(F)(F)F (centres undefined)	1792	1634
CCNC(=O)NCCc1c[nH]c2ccc(Cl)cc12	1906	2029
CCc1ccc(C(=O)NCc2cccs2)s1	1905	1621
COc1ccc(Cc2nnc(Nc3ccccc3OC)[nH]c2=O)cc1	1711	1617
O=C(CSc1n[nH]c(=O)n1C1CC1)NCc1ccccc1Cl	1813	1698
O=C(O)c1ccc(NS(=O)(=O)c2ccc3c(c2)OCCCO3)cc1	1862	1576
N#C/C(=C\c1ccccc1)C(=O)Nc1cc(S(=O)(=O)N2CCOCC2)ccc1N1CCCC1	1820	1520

# Further results
SMILES	SRC1 TRFRET art	SRC3 TRFRET art
CCOC(=O)C1CCC(CNCc2ccccc2C)CC1 (centres undefined)	1662	1592
COc1ccc(C2(c3ccc(OC)cc3)NC(=O)N(Cn3nnc4ccccc4c3=O)C2=O)cc1	1798	1517
O=C(CN1CCN(S(=O)(=O)c2ccc(Br)cc2)CC1)N/N=C/c1cc([N+](=O)[O-])ccc1Cl	1575	1403
COc1ccc(NC(=S)N2CCN(Cc3cccc(F)c3)CC2)c(OC)c1	1789	1617
COc1c(F)c(F)c(C(=O)Nc2ccc(NC(=O)Cc3ccccc3)cc2)c(F)c1F	1862	1444
C#Cc1ccc([C@@H]2C=C(C(=O)NCc3ccccc3)O[C@H](OCc3ccc(CO)cc3)C2)cc1	1426	1470
Cc1[nH]c2ccc(-c3n[nH]c(=S)n3-c3ccccc3)cc2c1C	1757	1819
Cc1ccc(Oc2nc(-c3cccnc3)nc3ccccc23)c([N+](=O)[O-])n1	1499	1483
O=C(O)c1ccc(N2C(=O)CC(SC(=Nc3ccccc3)Nc3ccccc3)C2=O)cc1 (centres undefined)	1922	1805
CCN(CC)c1ccc(NC(=O)COC(=O)CSc2ccc(Br)cc2C)cc1	1684	1505
COc1ccc(Cc2nc3ccccc3n2CC(=O)N/N=C/c2ccccc2)cc1OC	1629	1489
CN1CCCN(C(=O)C2CCC(C(=O)N3CCCN(C)CC3)CC2)CC1 (centres undefined)	2063	1670
O=C(CCSCc1ccc(Cl)cc1)NCc1cccs1	1945	1650
Cc1[nH]nc(SCC(=O)NCC(C)C)c1[N+](=O)[O-]	1953	1717
COc1ccc(CCNC(=O)C23CCC(C)(C(=O)O2)C3(C)C)cc1OC (centres undefined)	1854	1501
O=C1CN(C(=O)COC(=O)CNS(=O)(=O)c2ccccc2)c2ccccc2N1	1691	1591
CCN(CC)S(=O)(=O)c1cccc(-c2nnc(SCC#N)n2Cc2ccccc2)c1	1853	1518
S=C(c1ccc(N2CCCC2)c(Br)c1)N1CCCCC1	1913	1757
CCOC(=O)C(=O)NNc1ccc(Cl)cc1	1981	1601
COCCNC(=O)c1cc2c(-c3ccccc3F)nn(C)c2s1	1718	1322

# Shown with each value named: part of the list above
C#Cc1ccc([C@@H]2C=C(C(=O)NCc3ccccc3)O[C@H](OCc3ccc(CO)cc3)C2)cc1
  SRC1 TRFRET art: 1426; SRC3 TRFRET art: 1470

Cc1[nH]c2ccc(-c3n[nH]c(=S)n3-c3ccccc3)cc2c1C
  SRC1 TRFRET art: 1757; SRC3 TRFRET art: 1819

Cc1ccc(Oc2nc(-c3cccnc3)nc3ccccc23)c([N+](=O)[O-])n1
  SRC1 TRFRET art: 1499; SRC3 TRFRET art: 1483

# Following part:
SMILES	SRC1 TRFRET art	SRC3 TRFRET art
Cc1c(N2C(=O)/C(=C\C3CC=CCC3)SC2=S)c(=O)n(-c2ccccc2)n1C (centres undefined)	1672	1387
O=C(c1ccco1)N1CCN(c2ncnc3c2[nH]c2ccc(Cl)cc23)CC1	1772	1634
COc1ccc(CC(=O)OC(C)CN2CCOCC2)cc1 (centres undefined)	2077	1717
Cc1ccc(NC(=O)CCC(=O)NNC(=O)c2ccccc2Cl)c(C)c1	1965	1539
CC(NC(=O)COC(=O)c1ccccc1Nc1ccccc1)c1ccccc1 (centres undefined)	2104	1684
CC(On1c(-c2ccccc2)nc2ccc(Cl)cc21)C(=O)O (centres undefined)	1718	1878
COc1ccc(-c2cc(C(=O)NC(Cc3cc4ccccc4[nH]3)C(=O)O)c(C)o2)cc1OC (centres undefined)	1653	1420
Cc1cccc(C(C)C)c1NC(=O)COC(=O)Cc1ccsc1	1859	1695
O=C(COc1ccccc1C(=O)c1cnn(-c2ccccc2)c1)Nc1ccc2ccccc2c1	1862	1616
Cc1ccc(C2NC(=S)NC3=C2C(=O)CCC3)cc1 (centres undefined)	1680	1387
Cc1sc2nc(CSc3nnnn3-c3ccc(Cl)cc3)[nH]c(=O)c2c1C	1503	1312
O=C(CCCCO)CCCCCCCC[C@H]1N[C@H](CO)[C@H](O)[C@@H]1O[C@@H]1O[C@H](CO)[C@@H](O)[C@H](O)[C@H]1O	1598	1387
CC(C)CCNC(=O)C(c1ccco1)N(CCCO)C(=O)Cn1nnc(-c2ccc(F)cc2)n1 (centres undefined)	1834	1531
CC(CCc1ccccc1)NC(=O)c1ccc2nc(N3CCOCC3)sc2c1 (centres undefined)	1852	1497
COc1ccc(/C=N/S(=O)(=O)c2ccccc2)cc1OC	1656	1532
O=C(CSc1nn(-c2ccccc2)c(=S)s1)Nc1ncccn1	1867	1586
O=C(CCN1C(=O)C2C3C=CC(C3)C2C1=O)N1CCCCC1 (centres undefined)	2051	1545
CCN(CC)S(=O)(=O)c1cccc(NC(=O)c2ccc(SC)cc2OC)c1	1882	1655
CCOc1ccc(C(=O)N[C@H](C(=O)Nc2ccc(OC)c(S(=O)(=O)N3CCOCC3)c2)C(C)C)cc1	1693	1757
COc1ccc(/C=C/C(=O)O)cc1S(=O)(=O)N1CCCc2ccccc21	1953	1622

# Arranged by SMILES length (rising): part of the list above
SMILES	SRC1 TRFRET art	SRC3 TRFRET art
CC(On1c(-c2ccccc2)nc2ccc(Cl)cc21)C(=O)O (centres undefined)	1718	1878
CCOc1ccc(C(=O)N[C@H](C(=O)Nc2ccc(OC)c(S(=O)(=O)N3CCOCC3)c2)C(C)C)cc1	1693	1757
O=C(CCCCO)CCCCCCCC[C@H]1N[C@H](CO)[C@H](O)[C@@H]1O[C@@H]1O[C@H](CO)[C@@H](O)[C@H](O)[C@H]1O	1598	1387

# (list continues)
SMILES	SRC1 TRFRET art	SRC3 TRFRET art
CC(=O)N1CCN(C(=O)c2cc(C)nc3ccccc23)CC1	1794	1487
COc1ccc(OCC(=O)NNC(=O)Cc2coc3cc(OC)ccc23)cc1	1948	1586
COc1cc(N2CCCC2)ccc1C=O	1436	1515
O=C(CNC(=O)c1cccs1)OCC(=O)c1ccc(Br)cc1	1509	1592
Cc1cc2nc(-c3ccc(SCC(=O)Nc4ccc(S(=O)(=O)N5CCCC5)cc4)nc3)[nH]c2cc1C	3103*	3472*
N#C/C(=C/c1ccc(-c2ccc(C(=O)O)c(Cl)c2)o1)C(=O)NCC1CCCO1 (centres undefined)	1985	1598
COc1ccc(C)cc1NC(=O)N1CCCc2ccccc21	1705	1554
CC1CCc2nn(CC(=O)NCc3ccco3)cc2C1 (centres undefined)	1953	1777
C/C(=N\NC(=O)c1ccco1)c1ccc(NC(=O)c2ccccc2)cc1	1668	1711
COc1ccccc1NC(=O)CCN1CCN(C)CC1	1670	1838
CCSc1nnc(-c2cc(Br)ccc2N)c(=O)[nH]1	1669	1672
COc1cc(OC)cc(C(=O)N[C@H](C(=O)Nc2cc(C)cc(C)c2)C(C)C)c1	1922	1630
c1ccc(NCc2ccccn2)cc1	1913	1477
Cc1ccc(NC(=O)NC(=O)N(C(C)C)S(C)(=O)=O)nc1	1720	1369
CCCn1c(C(C)NC(C)=O)nc2ccccc21 (centres undefined)	1774	1676
COc1ccc(OC)c(-c2csc(N(CC3CCCO3)C(=O)Cc3ccccc3)n2)c1 (centres undefined)	1930	1460
Cc1ccc(CSC2=NCCN2C(=O)C(C)Oc2ccccc2)cc1 (centres undefined)	1693	1608

# Compound profiles (already shown).
# Cc1cccc2cc(C3CC(c4cccs4)=NN3C(=O)CCC(=O)O)c(Cl)nc12 (centres undefined) reads SRC1 TRFRET art: 2291; SRC3 TRFRET art: 1505
# COc1ccc(Cc2nc3ccccc3n2CC(=O)N/N=C/c2ccccc2)cc1OC reads SRC1 TRFRET art: 1629; SRC3 TRFRET art: 1489
